Compound activity deposited in PubChem by Broad Institute.
Cneo AK release = Cryptococcus neoformans lysis via adenylate kinase release; C. neoformans lysis, adenylate kinase release luminescence, 4 h; normalised: neutral wells 0, clomiphene wells 100; lysis activity, % at 15 µM; 0.2% of 360,000 active; AID 651654;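 active = mean lysis activity across replicates of at least 80%, whatever share of replicates individually reach that level; inactive = mean lysis activity below 80%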
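Assay system: log-phase C. neoformans yeast / Quantity: yeast cell density of 5 × 10^6 cells/mL / Medium: fresh YPD growth medium / Compound: single dose / Timing: static 4 h at 37 °C with compound, 1 h detection / Measured by: adenylate kinase release luminescence / Read-out: lysis from increased AK signal / Benchmarks: Clomiphene as positive lysis control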
ERAP1 inh = inhibitors of human ERAP1 aminopeptidase; 0.15% of 340,000 active; inhibition, % at 10.7 µM; recombinant ERAP1, Leu-AMC fluorescence, 60 min; AID 652197; Q9NZ08;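 active = mean replicate inhibition of at least 30%, or all replicates individually reaching that 30% level; inactive = mean below 30% and not every replicate reaching it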;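 also: 0% = neutral control wells and 100% = L-leucinethiol positive control wells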
Target sequence (Q9NZ08 whole entry, looked up): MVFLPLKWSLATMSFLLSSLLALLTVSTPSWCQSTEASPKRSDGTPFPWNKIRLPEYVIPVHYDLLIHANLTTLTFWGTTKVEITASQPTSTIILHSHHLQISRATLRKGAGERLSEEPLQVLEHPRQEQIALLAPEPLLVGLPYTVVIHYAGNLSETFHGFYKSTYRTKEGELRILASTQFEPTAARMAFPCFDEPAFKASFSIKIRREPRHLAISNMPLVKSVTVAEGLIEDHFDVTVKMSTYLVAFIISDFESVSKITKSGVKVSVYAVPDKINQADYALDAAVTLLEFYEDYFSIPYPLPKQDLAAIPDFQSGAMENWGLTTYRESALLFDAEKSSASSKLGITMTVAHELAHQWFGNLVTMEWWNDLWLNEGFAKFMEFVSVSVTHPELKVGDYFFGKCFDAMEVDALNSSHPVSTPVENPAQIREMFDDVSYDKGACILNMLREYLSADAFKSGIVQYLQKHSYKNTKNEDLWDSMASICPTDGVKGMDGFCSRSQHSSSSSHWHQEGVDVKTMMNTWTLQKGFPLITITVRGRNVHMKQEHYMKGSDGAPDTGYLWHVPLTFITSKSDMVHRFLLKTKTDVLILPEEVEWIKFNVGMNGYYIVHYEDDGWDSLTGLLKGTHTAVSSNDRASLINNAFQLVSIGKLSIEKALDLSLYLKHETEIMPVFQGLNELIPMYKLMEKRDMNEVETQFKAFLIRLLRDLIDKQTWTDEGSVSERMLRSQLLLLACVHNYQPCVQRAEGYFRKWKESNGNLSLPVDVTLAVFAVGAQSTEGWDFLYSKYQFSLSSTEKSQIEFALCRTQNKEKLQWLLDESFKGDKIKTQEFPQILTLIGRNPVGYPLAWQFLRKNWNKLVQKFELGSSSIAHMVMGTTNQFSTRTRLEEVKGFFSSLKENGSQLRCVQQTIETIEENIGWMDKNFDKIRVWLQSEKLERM
S100A4 MyoIIA = S100A4-myosin IIA interaction inhibition. P26447. inhibition, % at 10.7 µM. 0.14% of 360,000 active. S100A4/TAMRA-MyoIIA peptide fluorescence polarization;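 active = mean inhibition of at least 70% across replicates, with every replicate also reaching that level; inconclusive = mean inhibition reaches 70% but some replicates fall short; inactive = mean inhibition below 70%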
Target sequence (P26447 whole entry, looked up): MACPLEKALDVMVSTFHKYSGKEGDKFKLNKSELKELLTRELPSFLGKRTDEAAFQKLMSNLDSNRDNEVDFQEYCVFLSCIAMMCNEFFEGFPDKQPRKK
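System – human S100A4 monomer protein, biochemical binding assay · Buffer or medium – Calcium-containing HEPES buffer, pH 7.2 · Timing – 5 min between mix addition and reading · Also added – TAMRA-labelled myosin IIA heavy-chain peptide probe, 5 nM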
SIRT5 block = inhibitors of human sirtuin-5 desuccinylase; 1.1% of 330,000 active; inhibition, % at 15 µM; Purified SirT5, succinyl-peptide AMC, trypsin-coupled fluorescence; AID 652115; Q9NXA8; in the data active = inhibition above about 15%; inconclusive = no clear call, values can overlap the other calls
PGC1a acetyl inh = modulators of PGC1a acetylation | U2OS PGC1a acetylation, AlphaScreen anti-acetyl-lysine; with virally co-expressed GCN5 acetyltransferase | 0.17% of 350,000 active | inhibition, % at 15.6 µM;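 active = every replicate shows inhibition of at least 40%; inconclusive = mean inhibition at least 40% but some replicate below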;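 also: 0% = neutral control wells and 100% = positive control wells; some results beyond the cut were filed as inactive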
C2C12 statin = suppression of simvastatin myotoxicity. C2C12 myotubes + simvastatin, ATP luminescence, 48 h; scaled: DMSO 0, geranylgeraniol control 100. rescue of ATP level, % at 7.49 µM. AID 602340. 0.78% of 330,000 active;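 active = mean ATP rescue above about 67%, or every replicate alone reaching that limit, limit read from the data, passing the limit was not always enough; inconclusive = no clear call, values can overlap the other calls; inactive = mean under the limit and some replicate under it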;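 also: myotubes were challenged with 10 µM simvastatin during compound exposure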
Xi reactivation = X-chromosome reactivation activator; XiGFP mouse fibroblasts, % GFP-positive cells imaging, 3 d; cells co-treated with 5-aza-dC sensitizer; scaled so ellipticine positive control = 100%; 0.055% of 360,000 active; AID 743238; activation, % at 7.58 µM;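 active = mean normalized replicate activation at least 10% and every replicate at or above 10%; inconclusive = only one of the two criteria met; inactive = mean below 10% and not all replicates reach 10%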;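 also: 0% = median of on-plate neutral control wells and 100% = ellipticine 6 µM median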
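material = 68-5-11 XiGFP fibroblast line | medium = DMEM plus 5-aza-dC sensitizer | schedule = 3 days compound exposure | benchmarks = positive control ellipticine, 6 µM final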
LGR2 antag = inhibitors of bursicon-induced Drosophila LGR2 receptor cAMP signaling; inhibition, % at 9.99 µM; HEK293 LGR2, CRE-luciferase, bursicon-stimulated, 4 h; AID 720647; 0.35% of 380,000 active;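 active = drop in luminescence signal, shown as inhibition above about 50% in the replicate tests, limit read from the data, passing the limit was not always enough; inconclusive = probably only some replicates passing the limit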;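 also: agonist challenge used bursicon conditioned medium at about half maximal strength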
* hit, by the source's call; ? = inconclusive; nt = not tested or not shown; & = joins results of further samples; ! = a repeat was not active.

SMILES	Cneo AK release	ERAP1 inh	S100A4 MyoIIA	SIRT5 block	PGC1a acetyl inh	C2C12 statin	Xi reactivation	LGR2 antag
CCCC(=O)Nc1ccc2c(c1)OC[C@@H](C)N(C(C)=O)C[C@@H](C)[C@H](OC)CN(C)C2=O	-7	1	3	-3	nt	-5	0.4	-5
Cc1ccc(S(=O)(=O)NC2c3cccc4cccc(c34)C2Sc2nc(C)cc(C)n2)cc1 (stereo not drawn)	-2	nt	nt	nt	-12	nt	0.2	-4
COC(=O)[C@]12CCCCC=C1N(Cc1ccco1)C(=O)[C@H](CC(=O)NCc1ccc(C)o1)C2	nt	-1	-4	2	nt	nt	0.1	-15
CC(=O)Nc1ccc(S(=O)(=O)NC2CC(=O)N(c3ccc(C)c(C)c3)C2)cc1 (stereo not drawn)	-1	3	0	-2	nt	3	0.2	-6
COC(=O)Cc1c([C@H](C)[C@@H](OC)c2ccccc2Br)nnn1Cc1ccccc1	nt	-3	0	nt	nt	nt	0.0	-7
N#C[C@@H]1[C@H](c2ccccc2C2=CCCC2)[C@@H](CO)N1C(=O)C1CCCC1	nt	1	-29	-3	2	nt	0.0	-23
COC(=O)c1cc(C(=O)OC)n(Cc2ccc(C)cc2)c1C	nt	-2	-3	-3	5	nt	0.0	5
COc1cccc(CN2CCN(Cc3ccon3)CC2CCO)c1 (stereo not drawn)	nt	-3	-5	-3	nt	nt	0.0	-27
CCOc1ccccc1N1CCN(C(=O)c2cccc(S(=O)(=O)N3CCOCC3)c2)CC1	-2	5	-2	-2	-7	-8	0.5	nt
O=C(O)c1cn(Cc2ccccc2Cl)c2ccc(S(=O)(=O)N3CCOCC3)cc2c1=O	nt	1	0	1	-15	nt	0.0	-1
COc1ccc(-c2ccc3n(c2=O)C[C@@H]2[C@@H](CO)[C@H](C(=O)N4CCOCC4)[C@H]3N2C)cc1	0	-3	-1	-44	nt	16	0.3	-4
O=C(Cn1cc(C(F)(F)F)cc(Cl)c1=O)Nc1cccc(Cl)c1	nt	-1	1	-3	nt	nt	0.6	10
Cn1c(=O)c2c(ncn2CC(=O)N2CCN(c3ccccc3F)CC2)n(C)c1=O	-1	-1	-3	nt	-6	0	nt	9
CCCc1cc(=O)oc2c3c(cc(OCC(=O)N4CCC(C(=O)O)CC4)c12)OC(C)(C)CC3	-2	2	0	-59	5	9	nt	-14
COc1ccc(S(=O)(=O)Nc2ccc3c(c2)C(=O)N([C@H](C)CO)C[C@@H](C)[C@@H](CN(C)Cc2ccc(C(F)(F)F)cc2)OCCCC[C@@H](C)O3)cc1	22	5	20	15*	-8	nt	0.3	9
CCC(=O)Nc1ccc2c(c1)OC[C@H](C)N(Cc1ccccc1F)C[C@@H](C)[C@@H](OC)CN(C)C2=O	-6	-1	5	6	nt	-5	-0.3	5
COc1ccc(NC(=O)CSc2n[nH]c(CNc3cccc(C)c3)n2)cc1	-1	3	-15	-2	10	-7	0.0	-2
CC1CN(c2oc(-c3ccco3)nc2S(=O)(=O)c2ccccc2)CC(C)O1 (stereo not drawn)	0	nt	nt	nt	1	-2	nt	24
NC1=NC(=O)C(CC(=O)c2ccc(Cl)cc2)S1 (stereo not drawn)	0	0	2	-2	nt	nt	0.0	2
NC(=O)c1ccc(NC(=O)CSc2nc3ccccc3c(=O)n2CCCN2CCOCC2)cc1	0	-3	1	0	4	5	-0.1	-34
c1cncc(-c2cnc3ccccc3c2)c1	-2	1	7	nt	-21	13	0.2	-15
CCOC(=O)C1CCCN(C(=S)Nc2cccc(Cl)c2C)C1 (stereo not drawn)	4	-1	-1	0	nt	nt	0.0	23
Cc1nc2nc(SCc3ccccc3)[nH]n2c(=O)c1CCC(C)C	-2	-5	5	-5	21	-5	0.0	7
O=[N+]([O-])c1ccc(N2CCOCC2)c([N+](=O)[O-])c1	0	4	7	4	-2	-2	0.1	-25
CC(NCC(=O)Nc1ccccc1C(=O)NC1CC1)c1ccc(F)cc1F (stereo not drawn)	-1	3	-7	-1	4	5	0.2	-11
CO[C@@H]1CN(C)C(=O)c2ccc(NS(=O)(=O)c3ccccc3)cc2OC[C@@H](C)NC[C@@H]1C	-2	1	16	1	6	-5	0.0	10
COc1cccc2c(=O)c3ccoc3n(C)c12	2	0	8	-7	11	2	nt	-10
CN(C)c1ccc(NC(=O)CSc2nc3ccccc3c(=O)n2CC2CCCO2)cc1 (stereo not drawn)	1	2	-25	-13	7	16	0.1	-15
COc1cc(CCC(=O)N2CCN(S(=O)(=O)c3ccc(C)c(C)c3)CC2)cc(OC)c1OC	3	4	-2	-3	15	nt	nt	nt
COc1ccc([N+](=O)[O-])cc1NC(=O)C(C)OC(=O)CSC(C)C(=O)Nc1cc(C)on1 (stereo not drawn)	-1	-4	1	-4	nt	-7	0.0	-10
OCCN1CCN(CCCN2c3ccccc3Sc3ccc(C(F)(F)F)cc32)CC1	-2	23	2&6	-11	-41	-11	-0.1	?
O=C(NCCc1ccco1)C(=O)NCC1OCCCN1S(=O)(=O)c1ccc(Cl)cc1 (stereo not drawn)	1	3	0	1	2	-1	0.0	3
CCOC(=O)Cc1csc(NC(=O)c2ccc(S(=O)(=O)N(CCOC)CCOC)cc2)n1	nt	0	-4	4	nt	nt	0.3	-7
S=c1[nH]nc(Nc2cccc3ccccc23)s1	-1	-1	-3	1	12	nt	0.0	9
NC(=O)C1CCN(c2nc(-c3ccc4ccccc4c3)cs2)CC1	-1	2	4	nt	-2	12	-0.1	5
O=C(C(c1ccccc1)C(O)(c1ccccc1)c1ccccc1)N1CCOCC1 (stereo not drawn)	0	0	5	-8	-20	6	0.0	12
Clc1cccc(-c2cccc3nccn23)c1Cl	9	8	3	-1	9	-31	0.3	10
C[C@@H]1CCCCO[C@H](CN(C)S(=O)(=O)c2cccs2)[C@@H](C)CN([C@H](C)CO)C(=O)c2cc(NC(=O)Nc3cccc4ccccc34)ccc2O1	-1	nt	nt	nt	-13	1	-0.6	3
NC(=O)c1cc2ccccc2o/c1=N/NC(=O)c1cccc(F)c1	-2	-4	0	0	-4	1	0.0	-36
O=C1CN(C(=S)NC(=O)c2ccccc2[N+](=O)[O-])CCN1	-1	3	-2	-1	nt	nt	0.0	0
COC(=O)C[C@H]1CC[C@H]2[C@@H](COc3ccc(NC(=O)c4cc(C)on4)cc3C(=O)N2C)O1	-1	-1	10	-5	6	0	0.1	8
CC(C)c1ccc(NC(=O)C2C3C=CC4(O3)C2C(=O)N(CCCN2CCOCC2)C4C(=O)NC2CCCCC2)cc1 (stereo not drawn)	-2	-5	-1	-1	nt	4	0.0	5
C[C@@H]1CN([C@H](C)CO)C(=O)c2cc(NS(=O)(=O)c3cn(C)cn3)ccc2O[C@H]1CN(C)C(=O)Nc1ccccc1	-2&-2	-3&-7	6&-7	23*!	-7&8	-2	0.0&1.4	11&-10
COc1cc2c(cc1OC)C(C)N(C(=O)c1cc3ccccc3o1)CC2 (stereo not drawn)	1	-2	-1	-1	-22	57	nt	0
O=C(CCn1c(=O)[nH]c2ccsc2c1=O)NCc1ccc(F)cc1	nt	-3	9	-6	nt	nt	0.0	-5

Random excerpt: two records from the list
SMILES	Cneo AK release	ERAP1 inh	S100A4 MyoIIA	SIRT5 block	PGC1a acetyl inh	C2C12 statin	Xi reactivation	LGR2 antag
CCC(=O)Nc1ccc2c(c1)OC[C@H](C)N(Cc1ccccc1F)C[C@@H](C)[C@@H](OC)CN(C)C2=O	-6	-1	5	6	nt	-5	-0.3	5
COC(=O)C[C@H]1CC[C@H]2[C@@H](COc3ccc(NC(=O)c4cc(C)on4)cc3C(=O)N2C)O1	-1	-1	10	-5	6	0	0.1	8

(listing goes on)
SMILES	Cneo AK release	ERAP1 inh	S100A4 MyoIIA	SIRT5 block	PGC1a acetyl inh	C2C12 statin	Xi reactivation	LGR2 antag
CCC(=O)N(C)C[C@@H]1Oc2cc(-c3ccccc3F)ccc2S(=O)(=O)N([C@H](C)CO)C[C@@H]1C	0	0	-3	-2	-5	1	0.1	-5
CN1C(=O)c2cc(NC(=O)c3ccc(Cl)cc3)ccc2OC[C@@H]2O[C@H](CC(=O)NCc3cccc(F)c3)CC[C@@H]21	-8	0	7	1	-2	-27	0.0	-7
O=C(Nc1cccc(Cl)c1Cl)c1ccccc1NC(=O)C1CC=CCC1C(=O)O (stereo not drawn)	3	-6	5	2	nt	19	0.3	13
C[C@H](CO)N1C[C@H](C)[C@@H](CN(C)C(=O)Nc2ccc3c(c2)OCO3)OCCCC[C@H](C)Oc2ccc(N(C)C)cc2C1=O	-4	-6	8	7	6	-15	-1.1	2
COc1ccc(N(C)S(=O)(=O)c2cccc3cccnc23)c(OC)c1	1	4	-3	-1	13	-20	nt	7
COCC#Cc1cnc2c(c1)C(=O)N([C@H](C)CO)C[C@@H](C)[C@@H](CN(C)C(=O)Nc1cc(F)ccc1F)O2	-11	8	-62	-20	7	-12	1.0	-29
CC(C)Cn1c(N)c(C(=O)COC(=O)/C=C/c2cccs2)c(=O)n(C)c1=O	nt	nt	0	-1	10	nt	0.4	13
O=C(CN1CCN(C(=O)C2CCN(C(=O)/C=C/c3ccccc3)CC2)CC1)Nc1ccccc1Cl	4	6	-6	-1	-7	-5	0.3	1
CN(CC(=O)Nc1cccc(F)c1)C(=O)CN1C(=O)NC2(CCCCC2)C1=O	nt	1	3	-7	nt	nt	0.3	-3
CCOc1cc2c(C#N)c(N3CCCC3)nc(N)c2c(N)n1	1	1	-4	nt	6	2	0.0	-2
Cc1c(NC(=O)N(C)c2ccccc2)c(=O)n(-c2ccccc2)n1C	2	0	-1	-1	7	7	0.0	-5
N/C(=N\OC(=O)CCc1ccccc1)c1ccc(Br)cc1	0	0	6	2	-10	3	nt	-23
O=c1c2ccccc2nc2sc3ccccc3n12	-1	nt	nt	nt	-3	-4	nt	-38
O=C(COC(=O)Cc1ccccc1[N+](=O)[O-])Nc1nnc(-c2ccccc2)o1	nt	-1	8	-7	14	nt	0.5	-14
COc1ccc(OC)c(S(=O)(=O)N(C)CC(=O)Nc2cc(Cl)ccc2OC)c1	1	nt	nt	nt	-17	4	nt	-7
CCOc1ccc(S(=O)(=O)Nc2ccc(C(=O)N3CCCC3)cc2)cc1C(N)=O	-1	3	1	0	9	3	0.0	-14
CCN(C(=O)Cn1c(Cl)nc2c1c(=O)n(C)c(=O)n2C)C1CCCCC1	-2	3	-2	-2	1	-8	0.0	3
O=C(NCc1ccccc1)c1ccc([N+](=O)[O-])cc1	nt	-3	-5	nt	nt	nt	0.4	-5
CCCN(C(=O)COC(=O)c1nc2nc(C)cc(C)n2n1)C1CCS(=O)(=O)C1 (stereo not drawn)	2	0	-2	-6	-2	1	0.1	-12
O=C(C[C@H]1CC[C@H]2[C@@H](COC[C@@H](O)CN2C(=O)Nc2ccc(C(F)(F)F)cc2)O1)NCC1CC1	47	0	6	6	0	-60	0.2	-9
CCc1ccc(N2CC(C(=O)OCC(=O)NNC(=O)c3ccccc3)CC2=O)cc1 (stereo not drawn)	1	-2	-7	1	nt	8	-0.1	5
COc1cccc(NC(=O)N[C@H]2C=C[C@H](CC(=O)N3CCCCC3)O[C@@H]2CO)c1	-1	2	-4	2	6	-3	0.6	-15

The list is partial; rates above refer to the full screens.
